697 NFkB inh = inhibitors of PMA/ionomycin-induced NF-kB reporter, 697 cells, primary screen, B-cell NF-kB inhibitor project, cell-based, luminescence, uHTS; 697 B-cell NF-kB luciferase reporter, 16 h; actives 0.33% (n = 330,000); inhibition, % at 4 µM; in the data active = inhibition above about 35%
tim10-1 inh = growth inhibitors of tim10-1 mutant yeast, primary screen, luminescence, uHTS. actives 2.2% (n = 330,000). AID 463190, 2010. S. cerevisiae tim10-1 ts strain growth, BacTiter-Glo, 24 h. inhibition, % at 20 µM;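 active = inhibition of at least 40%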;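 also: mutant grown at 25 °C; 0% = DMSO wells with yeast and 100% = wells holding no yeast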
TIM10 inh = growth inhibitors of isogenic TIM10 control yeast, primary screen, counter-screen for tim10-1 yeast inhibitor project, luminescence, uHTS; S. cerevisiae TIM10 strain growth, BacTiter-Glo luminescence, 24 h; inhibition, % at 10 µM; actives 1.4% (n = 330,000); AID 463195, 2010;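 active = inhibition of 40% or more at the single tested concentration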;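 also: wild-type TIM10 isogenic control strain grown at permissive 25 °C; 0% = DMSO yeast wells and 100% = minimal medium wells without yeast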
tim23-1 inh = growth inhibitors of tim23-1 mutant yeast, primary screen, luminescence, uHTS. S. cerevisiae tim23-1 growth, BacTiter-Glo luminescence, 24 h. inhibition, % at 20 µM. actives 1.3% (n = 330,000);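 active = growth inhibition of the mutant yeast at or above 50%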;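 also: temperature-sensitive mutant grown at 25 °C; plate controls were DMSO-treated mutant yeast for no effect and medium wells lacking yeast for full effect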
Jurkat NFkB inh = inhibitors of induced NF-kB luciferase reporter, primary screen, TCR NF-kB activation inhibitor project, cell-based, luminescence, uHTS | actives 0.53% (n = 330,000) | Jurkat, PMA/ionomycin-induced NF-kB luciferase reporter | inhibition, % at 4 µM; in the data active = inhibition above about 50%
Mdm2-MdmX inh = inhibitors of human Mdm2-MdmX association, primary screen, cell-based, luminescence, split luciferase, SaOS-2, uHTS. actives 3% (n = 330,000). inhibition, % at 8 µM. Protein Mdm4 (Homo sapiens) + E3 ubiquitin-protein ligase Mdm2 (Homo sapiens), …. SaOS-2 split-luciferase Mdm2/MdmX complementation;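 active = inhibition of at least 50% at 8 µM in the primary screen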
Target sequence (O15151 whole entry, looked up): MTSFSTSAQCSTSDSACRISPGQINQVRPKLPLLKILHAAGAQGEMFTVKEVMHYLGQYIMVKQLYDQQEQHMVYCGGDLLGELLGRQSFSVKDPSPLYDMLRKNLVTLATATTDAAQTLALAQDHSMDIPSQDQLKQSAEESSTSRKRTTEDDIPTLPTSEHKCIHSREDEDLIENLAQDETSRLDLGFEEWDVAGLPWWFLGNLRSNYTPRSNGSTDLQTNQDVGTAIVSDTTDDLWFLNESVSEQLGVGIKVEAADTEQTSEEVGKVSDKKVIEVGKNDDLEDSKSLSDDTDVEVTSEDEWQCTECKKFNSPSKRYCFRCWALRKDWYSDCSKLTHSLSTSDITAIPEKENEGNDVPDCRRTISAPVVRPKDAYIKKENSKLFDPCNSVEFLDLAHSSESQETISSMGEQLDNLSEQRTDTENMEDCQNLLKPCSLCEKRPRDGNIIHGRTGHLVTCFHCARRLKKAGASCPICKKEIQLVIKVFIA
Target sequence (Q00987 whole entry, looked up): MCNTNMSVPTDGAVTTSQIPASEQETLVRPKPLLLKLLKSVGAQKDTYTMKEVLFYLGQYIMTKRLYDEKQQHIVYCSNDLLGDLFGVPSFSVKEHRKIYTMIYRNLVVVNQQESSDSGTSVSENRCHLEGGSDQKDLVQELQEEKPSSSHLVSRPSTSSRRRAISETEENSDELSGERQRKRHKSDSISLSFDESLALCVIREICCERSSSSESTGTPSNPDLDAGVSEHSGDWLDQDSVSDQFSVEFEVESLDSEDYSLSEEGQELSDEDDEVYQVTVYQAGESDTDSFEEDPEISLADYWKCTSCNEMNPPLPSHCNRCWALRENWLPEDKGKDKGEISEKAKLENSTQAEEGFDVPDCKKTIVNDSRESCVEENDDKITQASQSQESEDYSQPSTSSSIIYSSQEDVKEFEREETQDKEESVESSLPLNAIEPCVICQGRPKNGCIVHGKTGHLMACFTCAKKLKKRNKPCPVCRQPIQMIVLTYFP
UPR CHOP act = activators of apoptotic CHOP UPR arm, primary screen, cell-based, CHO-CHOP luciferase reporter, luminescence, uHTS. actives 0.34% (n = 330,000). AID 449763, 2010. activation, % at 10 µM. UPR activation; percent of tunicamycin response over DMSO baseline;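 active = at 10 µM dose, activation of 40% or more, normalized to positive control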;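 also: 100% = tunicamycin at 10 µg/mL and 0% = DMSO alone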
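assay system = CHO CHOP reporter cells | amount = 500 CHO-CHOP cells per well | buffer or medium = F12 with 10% FBS | incubation = 16-18 h cell attachment, then 6 h compound exposure, 37 °C | detection = luminescence read with Steady-Glo | read-out = percent activation relative to tunicamycin control | controls = tunicamycin high control, DMSO low control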
UPR XBP1 act = activators of adaptive XBP1 UPR arm, primary screen, cell-based, CHO-XBP1 luciferase reporter, luminescence, uHTS | IRE1-XBP1 UPR activation; percent of tunicamycin response, DMSO as zero | activation, % at 20 µM | actives 0.33% (n = 330,000);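 active = versus positive control, 20 µM dose yields 30% or more activation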;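 also: 100% = tunicamycin at 10 µg/mL and 0% = DMSO only wells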
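Material: CHO-XBP1 cells stably carrying IRE1-XBP1-driven luciferase reporter | Medium: F12 with 10% serum | Compound dosing: 20 µM single concentration, DMSO 1% | Incubation: Overnight seeding at 37 °C, 6 h compound treatment at 37 °C | Detection: Steady-Glo luminescence read | Read-out basis: % activation of reporter signal versus tunicamycin and DMSO controls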
Numbers without * were called inactive. Random draw from the library. Share with any hit: about 6.6%.

Screening COc1cc(NS(=O)(=O)c2ccc(NC(=O)COc3ccc(C)cc3)cc2)nc(OC)n1 returned 697 NFkB inh 5, tim10-1 inh 14, TIM10 inh 5, tim23-1 inh 1, Jurkat NFkB inh -1, Mdm2-MdmX inh 30, UPR CHOP act -0.4 and UPR XBP1 act 1.
Screening Cc1ccc(-c2nnc(CCC(=O)NCC3C4CC5CC(C4)CC3C5)o2)s1 (stereo not drawn) returned 697 NFkB inh -60, tim10-1 inh 5, TIM10 inh 9, tim23-1 inh 24, Jurkat NFkB inh -60, Mdm2-MdmX inh -46, UPR CHOP act 6.5 and UPR XBP1 act 4.
For CC(C)(C)C(=O)NCCN1CCN(C(=O)C(C)(C)C)CC1 the results were 697 NFkB inh -3, tim10-1 inh 7, TIM10 inh 1, tim23-1 inh 6, Jurkat NFkB inh -5, Mdm2-MdmX inh 9, UPR CHOP act 0.7 and UPR XBP1 act 1.
Screening O=C1/C(=C/c2ccncc2)CCc2ccccc21 returned 697 NFkB inh 11, tim10-1 inh 50*, TIM10 inh 45*, tim23-1 inh 47, Jurkat NFkB inh 2, Mdm2-MdmX inh 39, UPR CHOP act 1.2 and UPR XBP1 act -2.
`COc1ccc(C(=O)NC(=S)N2CCNC(=O)C2)cc1Br` gave 697 NFkB inh 27, tim10-1 inh 0, TIM10 inh -12, tim23-1 inh 16, Jurkat NFkB inh -6, Mdm2-MdmX inh 19, UPR CHOP act 2.1 and UPR XBP1 act 1.
`CC(=O)N1CCN(Cc2nc3cc(NS(C)(=O)=O)ccc3n2C)CC1` gave 697 NFkB inh -5, tim10-1 inh 0, TIM10 inh 1, tim23-1 inh -6, Jurkat NFkB inh 1, Mdm2-MdmX inh 11, UPR CHOP act -1.3 and UPR XBP1 act -3.
`CC(/C=N/Nc1nnc2c(n1)[nH]c1ccccc12)=C\c1ccco1` gave 697 NFkB inh -14, tim10-1 inh -8, TIM10 inh 0, tim23-1 inh 3, Jurkat NFkB inh -35, Mdm2-MdmX inh -1, UPR CHOP act -0.2 and UPR XBP1 act -2.
Screening ONC(=Nc1ccccc1Cl)c1ccccc1Cl returned 697 NFkB inh -16, tim10-1 inh 22, TIM10 inh 26, tim23-1 inh 14, Jurkat NFkB inh 1, Mdm2-MdmX inh -12, UPR CHOP act 0.1 and UPR XBP1 act -2.
For CN(C)S(=O)(=O)c1cccc(COC(=O)c2ccc3c(c2)OCO3)c1 the results were 697 NFkB inh 12, tim10-1 inh 12, TIM10 inh 11, tim23-1 inh 20, Jurkat NFkB inh 3, Mdm2-MdmX inh 6, UPR CHOP act -1.1 and UPR XBP1 act 1.
For NC(N)=N/N=C/c1ccc(OS(=O)(=O)c2ccccc2)cc1 the results were 697 NFkB inh -17, tim10-1 inh 4, TIM10 inh -4, tim23-1 inh -34, Jurkat NFkB inh 50*, Mdm2-MdmX inh 57*, UPR CHOP act -0.5 and UPR XBP1 act -1.
`O=c1[nH]c(C2CCCN(S(=O)(=O)c3ccccc3)C2)nc2c1nnn2Cc1ccc(OC(F)(F)F)cc1` (stereo not drawn) gave 697 NFkB inh -23, tim10-1 inh 15, TIM10 inh 6, tim23-1 inh 11, Jurkat NFkB inh -18, Mdm2-MdmX inh 9, UPR CHOP act 3.7 and UPR XBP1 act -3.
`CN(CC(=O)Nc1ccc(F)cc1)C(=O)COC(=O)CNC(=O)c1ccc(Cl)cc1Cl` gave 697 NFkB inh -10, tim10-1 inh -22, TIM10 inh -3, tim23-1 inh -13, Jurkat NFkB inh 3, Mdm2-MdmX inh 14, UPR CHOP act 0.2 and UPR XBP1 act 2.
O=C(NNC(=O)c1ccccc1O)c1ccc(NS(=O)(=O)c2ccc(F)c(F)c2)cc1 was read as 697 NFkB inh 14, tim10-1 inh 4, TIM10 inh -2, tim23-1 inh -4, Jurkat NFkB inh 11, Mdm2-MdmX inh 15, UPR CHOP act -0.3 and UPR XBP1 act -1.
`CCN(CC)C(=O)N1c2ccccc2C=Cc2ccccc21` gave 697 NFkB inh inactive, tim10-1 inh 15, TIM10 inh -3, tim23-1 inh 13, Jurkat NFkB inh -72, Mdm2-MdmX inh 85*, UPR CHOP act -1.1 and UPR XBP1 act 1.
For COc1ccc(CNCc2cccc(Oc3ccccc3)c2)cc1 the results were 697 NFkB inh 15, tim10-1 inh -72, TIM10 inh -49, tim23-1 inh -74, Jurkat NFkB inh 11, Mdm2-MdmX inh 16, UPR CHOP act -1.5 and UPR XBP1 act -4.

Three compounds picked at random from the list so far, as already listed:
For NC(N)=N/N=C/c1ccc(OS(=O)(=O)c2ccccc2)cc1 the results were 697 NFkB inh -17, tim10-1 inh 4, TIM10 inh -4, tim23-1 inh -34, Jurkat NFkB inh 50*, Mdm2-MdmX inh 57*, UPR CHOP act -0.5 and UPR XBP1 act -1.
Screening COc1cc(NS(=O)(=O)c2ccc(NC(=O)COc3ccc(C)cc3)cc2)nc(OC)n1 returned 697 NFkB inh 5, tim10-1 inh 14, TIM10 inh 5, tim23-1 inh 1, Jurkat NFkB inh -1, Mdm2-MdmX inh 30, UPR CHOP act -0.4 and UPR XBP1 act 1.
For CN(C)S(=O)(=O)c1cccc(COC(=O)c2ccc3c(c2)OCO3)c1 the results were 697 NFkB inh 12, tim10-1 inh 12, TIM10 inh 11, tim23-1 inh 20, Jurkat NFkB inh 3, Mdm2-MdmX inh 6, UPR CHOP act -1.1 and UPR XBP1 act 1.

(listing goes on)
`COC(=O)CN(c1ccc(F)cc1)S(=O)(=O)c1ccccc1` gave 697 NFkB inh -10, tim10-1 inh 23, TIM10 inh 1, tim23-1 inh -3, Jurkat NFkB inh 3, Mdm2-MdmX inh -2, UPR CHOP act 0.3 and UPR XBP1 act -1.
`COC(=O)C1=C(C)NC(=O)C1(Nc1nccs1)C(F)(F)F` (stereo not drawn) gave 697 NFkB inh 11, tim10-1 inh -25, TIM10 inh 1, tim23-1 inh -4, Jurkat NFkB inh 5, Mdm2-MdmX inh 19, UPR CHOP act 1.7 and UPR XBP1 act 0.
O=C(O)c1cccc(NC(=O)c2cccc(S(=O)(=O)N3CCc4ccccc43)c2)c1 was read as 697 NFkB inh -3, tim10-1 inh 20, TIM10 inh -4, tim23-1 inh 19, Jurkat NFkB inh -4, Mdm2-MdmX inh 1, UPR CHOP act 0.0 and UPR XBP1 act 2.
For NC(=O)COc1ccccc1C1=NO[C@@](CC(=O)O)(C(=O)Nc2ccc3c(c2)OCCO3)C1 the results were 697 NFkB inh 5, tim10-1 inh 12, TIM10 inh -7, tim23-1 inh 14, Jurkat NFkB inh -5, Mdm2-MdmX inh 12, UPR CHOP act 0.0 and UPR XBP1 act -7.
For CCN(CC)S(=O)(=O)c1cccc(C(=O)N[C@H](C(=O)OCC(=O)NC(=O)NC)C(C)C)c1 the results were 697 NFkB inh -9, tim10-1 inh 2, TIM10 inh 9, tim23-1 inh 12, Jurkat NFkB inh 0, Mdm2-MdmX inh -35, UPR CHOP act -0.7 and UPR XBP1 act -1.
`Fc1cccc(Nc2ncnc3sc4c(c23)CCC4)c1` gave 697 NFkB inh -16, tim10-1 inh 11, TIM10 inh 14, tim23-1 inh 34, Jurkat NFkB inh 5, Mdm2-MdmX inh 15, UPR CHOP act -1.6 and UPR XBP1 act 1.
CCOC(=O)c1sc(NC(=O)c2ccc(S(=O)(=O)N3CCCCCC3)cc2)nc1-c1ccccc1 was read as 697 NFkB inh -10, tim10-1 inh -12, TIM10 inh -10, tim23-1 inh -18, Jurkat NFkB inh 9, Mdm2-MdmX inh 19, UPR CHOP act -0.5 and UPR XBP1 act -1.
For O=C(CN1C(=O)NC2(CCCC2)C1=O)NCCC1=CCCCC1 the results were 697 NFkB inh -26, tim10-1 inh -7, TIM10 inh 7, tim23-1 inh -19, Jurkat NFkB inh -10, Mdm2-MdmX inh -13, UPR CHOP act 0.0 and UPR XBP1 act 1.
For CC(=O)Nc1ccc(C(=O)NNC(=O)CCCCC(=O)NNC(=O)c2ccc(NC(C)=O)cc2)cc1 the results were 697 NFkB inh 8, tim10-1 inh 11, TIM10 inh 16, tim23-1 inh 9, Jurkat NFkB inh -3, Mdm2-MdmX inh 9, UPR CHOP act 2.6 and UPR XBP1 act -2.
O=C(Cc1cnc2ncnn2c1)N1CCc2c([nH]c3ccccc23)C1c1ccccc1F (stereo not drawn) was read as 697 NFkB inh 9, tim10-1 inh 1, TIM10 inh 4, tim23-1 inh 3, Jurkat NFkB inh -9, Mdm2-MdmX inh 21, UPR CHOP act -0.6 and UPR XBP1 act 1.
`Cc1ccc(S(=O)(=O)Cn2nnnc2CN(Cc2ccco2)CC2CCCO2)cc1` (stereo not drawn) gave 697 NFkB inh -7, tim10-1 inh 22, TIM10 inh -4, tim23-1 inh 18, Jurkat NFkB inh -14, Mdm2-MdmX inh 2, UPR CHOP act 0.2 and UPR XBP1 act -5.
CCCNC(=S)N(Cc1ccccc1)Cc1nc2ccccc2c(=O)[nH]1 was read as 697 NFkB inh 12, tim10-1 inh 4, TIM10 inh 6, tim23-1 inh 7, Jurkat NFkB inh 2, Mdm2-MdmX inh 16, UPR CHOP act -2.1 and UPR XBP1 act 1.
`COc1ccccc1C(=O)Nc1cc(-c2ccc(C)cc2)no1` gave 697 NFkB inh -32, tim10-1 inh 29, TIM10 inh 28, tim23-1 inh 55*, Jurkat NFkB inh -37, Mdm2-MdmX inh -41, UPR CHOP act 7.1 and UPR XBP1 act 4.
`O=C(Nc1ncccc1O)c1ccc(S(=O)(=O)N2CCCCCC2)cc1` gave 697 NFkB inh -41, tim10-1 inh -4, TIM10 inh -2, tim23-1 inh -1, Jurkat NFkB inh -27, Mdm2-MdmX inh 11, UPR CHOP act 0.6 and UPR XBP1 act 0.
`CCC1CCCCN1S(=O)(=O)c1c(C)n(C)c(=O)n(C)c1=O` (stereo not drawn) gave 697 NFkB inh 2, tim10-1 inh -9, TIM10 inh -3, tim23-1 inh 1, Jurkat NFkB inh 10, Mdm2-MdmX inh 1, UPR CHOP act 0.8 and UPR XBP1 act 0.
`CCCCNC(=O)c1onc(CSc2cccc(Cl)c2)c1C(=O)O` gave 697 NFkB inh 9, tim10-1 inh 6, TIM10 inh 10, tim23-1 inh 10, Jurkat NFkB inh 3, Mdm2-MdmX inh -13, UPR CHOP act -0.5 and UPR XBP1 act -3.
`Cn1nnc(NC(=S)NC(=O)c2cc3ccccc3o2)n1` gave 697 NFkB inh 2, tim10-1 inh -27, TIM10 inh -30, tim23-1 inh -1, Jurkat NFkB inh 4, Mdm2-MdmX inh -1, UPR CHOP act 2.6 and UPR XBP1 act 0.
CCCn1c(N)c(NCCN2CCOCC2)c(=O)[nH]c1=O was read as 697 NFkB inh 12, tim10-1 inh 9, TIM10 inh -1, tim23-1 inh -11, Jurkat NFkB inh 5, Mdm2-MdmX inh -5, UPR CHOP act 2.3 and UPR XBP1 act -2.
`O=C(COC(=O)CSc1ccc(F)cc1)NCCCc1ccccc1` gave 697 NFkB inh -12, tim10-1 inh 26, TIM10 inh 2, tim23-1 inh 7, Jurkat NFkB inh -11, Mdm2-MdmX inh -12, UPR CHOP act -0.2 and UPR XBP1 act 44*.
For Cc1ccc(S(=O)(=O)Nc2nnc(C3CCCCC3)s2)cc1 the results were 697 NFkB inh -10, tim10-1 inh 16, TIM10 inh -6, tim23-1 inh 19, Jurkat NFkB inh -4, Mdm2-MdmX inh -9, UPR CHOP act 0.9 and UPR XBP1 act 6.
